NPYLR7 agonist: agonists of mosquito NPYLR7 receptor, primary screen, cell-based, Aedes aegypti, calcium fluorescence, mosquito biting behavior | 270,000 compounds, 0.15% hits | HEK293T NPYLR7/Galpha15, GCaMP6s calcium fluorescence | Aedes aegypti neuropeptide Y-like receptor 7 (NPYLR7) | activation, % at 10 µM; in the data active = activation above about 40%;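 also: 0% = vehicle and 100% = reference agonist at the receptor; some compounds past the cut are filed as inactive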
mcGAS inh: cyclic GMP-AMP synthase inhibitors, mouse, primary biochemical chemiluminescence. Q8C6L5. recombinant cGAS, Kinase-Glo ATP depletion luminescence. inhibition, % at 12.5 µM. 160,000 compounds, 0.15% hits. AID 1259399, 2018;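 also: 0% = negative control wells and 100% = reference inhibitor with no enzyme activity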
hcGAS inh: Primary biochemical luminescence assay for human cyclic GMP-AMP synthase inhibitors. recombinant h-cGAS, ATP depletion, Kinase-Glo luminescence. inhibition, % at 12.5 µM. 290,000 compounds, 0.081% hits;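 also: 0% = vehicle reaction and 100% = reaction without DNA for no activity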
Target sequence (Q8N884 whole entry, looked up): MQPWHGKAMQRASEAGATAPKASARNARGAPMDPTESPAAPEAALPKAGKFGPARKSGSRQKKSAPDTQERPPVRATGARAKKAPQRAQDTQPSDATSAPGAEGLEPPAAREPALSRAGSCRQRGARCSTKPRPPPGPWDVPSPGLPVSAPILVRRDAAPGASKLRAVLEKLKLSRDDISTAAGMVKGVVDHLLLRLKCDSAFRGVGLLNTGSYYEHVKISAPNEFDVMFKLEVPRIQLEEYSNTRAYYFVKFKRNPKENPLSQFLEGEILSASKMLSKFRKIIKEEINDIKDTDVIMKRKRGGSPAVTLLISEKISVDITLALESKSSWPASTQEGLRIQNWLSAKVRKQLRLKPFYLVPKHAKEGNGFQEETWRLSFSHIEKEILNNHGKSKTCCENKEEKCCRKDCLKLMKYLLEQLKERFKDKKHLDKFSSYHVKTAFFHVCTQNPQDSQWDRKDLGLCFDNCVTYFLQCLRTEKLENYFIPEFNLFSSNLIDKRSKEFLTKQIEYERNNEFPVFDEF
An asterisk follows results filed as active; nt = not tested or not shown; & = joins results of further samples. Rule as the data show it, unless noted: active = inhibition above about 40%; inactive = the rest. The order is random; about 0.26% have a hit in one of these screens.

molecule,NPYLR7 agonist,mcGAS inh,hcGAS inh
CCCC(=O)Nc1c(-c2cccc(F)c2)nc2ccccn12,-4.5,-7.9,-6.9
Cc1ccc(C(CNC(=O)c2cc3n(n2)CCN(C)C3)N2CCOCC2)o1 (stereo not drawn),-3.8,-6.9,-7.9
O=C(c1cnn(-c2ccccc2Cl)c1-c1ccccc1)N1CCOCC1,26.7,-3.3,-4.3
COc1cccc(C(=O)Nc2cccc(-n3nc(OC)nc3-c3cccc(C(F)(F)F)c3)c2)c1,0.3,-5.8,-3.1
O=S(=O)(c1ccc(C(F)(F)F)cc1Cl)N1CCN(c2nccc(-c3cccc(C(F)(F)F)c3)n2)CC1,5.5,-6.0,-2.9
COc1cccc(CNC(=O)CCC2CCCN(C(=O)c3ccccc3N(C)C)C2)c1 (stereo not drawn),2.3,nt,-2.0
COc1ccc(OC)c(/C=C2N=C(/C=C/c3cccc(Cl)c3Cl)OC\2=O)c1,-2.5,nt,-6.0
COc1ccc(CCC2CCCN(C(=O)c3cnc(C(C)C)[nH]c3=O)C2)cc1 (stereo not drawn),7.1,-15.1,-6.6
Cc1ccccc1N1C(=O)CC(SC(N)=N/N=C\c2ccc(O)c(O)c2)C1=O (stereo not drawn),-10.0,-5.9,1.1
CCCCCCC(=O)Nc1nnc(SCCCOc2ccccc2)s1,-2.3,-4.8,-5.0
CCOC(=O)CCC(=O)N1CCC2(CC1)NC(=O)c1cc(C)ccc1N2,6.5,-2.4,-0.3
CCOC(=O)c1cc(-c2ccc(N3CCN(C(=O)c4ccc(OC)c(F)c4)CC3)cc2)n(-c2ccccc2C)n1,26.2,-5.2,-4.0
Cc1ccc(C)c(NC(=O)Cn2c(-n3nc(C)cc3C)nc(C)cc2=O)c1,2.9,-5.6,0.6
CC(C)CN1CCC(N2CCC(C(C)O)CC2)CC1 (stereo not drawn),nt,-0.3,3.4
CC(C)(C)c1nn2cnnc2n(/N=C\c2ccc(O)cc2)c1=O,-0.5,nt,-7.9
N#CC1(c2ccccc2)CCN(C(=O)C2CC=CCC2C(=O)NCCC2=CCCCC2)CC1 (stereo not drawn),-8.1,-3.9,-4.9
CC1(Cc2ccccc2C#N)C(=O)Nc2cc(-c3ccccc3Cl)ccc21 (stereo not drawn),2.1,-3.5,2.0
COc1ccc(Br)cc1S(=O)(=O)NC(C)(C)C,15.4,nt,-9.8
COc1ccc(C2CC(c3ccc(F)cc3)=NN2C(=O)CN2CCCCC2C)c(OC)c1 (stereo not drawn),-3.3,-3.2,-2.6
COC(=O)c1ccsc1NC(=O)c1cnc(-c2ccoc2)s1,-18.4,nt,1.3
Cc1ccccc1CCNC(=O)c1sc2nc[nH]c(=O)c2c1C,-7.9,nt,-6.7
Cc1csc2cc(C(=O)Nc3cccc(-c4cn5ccsc5n4)c3)cnc12,-1.2,-6.0,-0.2
CCCN(Cc1ccc(OCC)c(OCC)c1)C(=O)c1ccco1,2.3,nt,-11.1
COc1ccc(C=C(C#N)S(=O)(=O)c2cc(Br)ccc2Br)cc1O,6.1,nt,-2.7
CCOC(=O)C1(Cc2cccc(Cl)c2)CCCN(C(=O)c2ccccc2-c2ncc[nH]2)C1 (stereo not drawn),2.0&6.8,-4.6,-3.6&-3.2
Nc1ncnc2c1ncn2C1C[C@H](O)[C@@H](CO)O1 (stereo partly drawn),-8.9,nt,-0.7
CCCCCOc1ccc(C(=O)N2CCC(O)(Cc3ccccc3)CC2)cc1OCCCCC,-5.3,0.6,-1.9
Cc1nn(-c2ccccc2)c2nc(Cc3ccccc3)nc(N3CCN(C(=O)c4ccc(F)cc4)CC3)c12,nt,-5.5,-7.8
CSc1nnc(-c2ccco2)c(-c2ccco2)n1,12.9,9.6,8.0
COC(=O)C1C(=O)C2=C(CC1C)NC(C)=C(C(=O)OC1CCCC1)C2c1ccc(C)o1 (stereo not drawn),-2.1,nt,0.0
O=C(NCCc1cnn(-c2ccccc2)c1)[C@@H]1C[C@@H]2C=C[C@H]1C2,-2.6,nt,0.4
C=CCN(CC(=O)N1CCc2sccc2C1COc1cccc(OC)c1)C(=O)c1cccc(Cl)c1 (stereo not drawn),-2.5,-6.6,-6.7
COc1ccc(-c2nnc(SCc3cccc(C#N)c3)n2-c2ccc(OC)cc2)cc1,4.7,-7.4,-9.5
CCCN1C(=O)c2ccccc2NC1/C=C/c1ccco1 (stereo not drawn),1.2,nt,3.7
O=[N+]([O-])c1ccc(Sc2ccc([N+](=O)[O-])cc2)cc1,-9.0,nt,6.4
Cc1cccnc1C(NC(=O)C1CCN(C(=O)c2ccc3c(c2)OCO3)CC1)c1ccccc1 (stereo not drawn),-9.6,-0.8,1.1
Cc1ccc(C2CC(C(F)(F)F)n3ncc(C(=O)Nc4cc(Cl)ccc4C)c3N2)cc1 (stereo not drawn),-0.3,-3.3,-2.0
CCOc1ccccc1NC(=O)N(Cc1ccc(OS(=O)(=O)c2cccc(C(F)(F)F)c2)cc1)Cc1ccco1,-7.9,-3.8,-10.3
Cn1cnnc1SCCCNC(=O)Nc1ncccn1,11.7,nt,-7.1
CCOc1ccc(-c2ccc(=O)n(CCNC(=O)Nc3cc(C)ccc3OC)n2)cc1,-5.1,-8.6,-4.0
COCCN(Cc1cc(Cl)ccc1OCc1nc(CO)cs1)C(=O)c1cccs1,nt,0.3,5.2
Cc1nc(-c2ccccc2)sc1C(=O)Nc1cccc(-c2ccc(N3CCOCC3)nn2)c1,-4.5,1.3,0.4
O=C(Cc1c[nH]c2ccccc12)N1CCN(C(=O)Nc2nccs2)CC1,4.0,nt,-10.4
C=CCN(CC(=O)N1CCc2sccc2C1COc1ccc(C)cc1C)C(=O)c1ccccc1OC (stereo not drawn),-2.4,-5.5,-5.0
Cc1cc(C)nc(NN=Cc2cc(C)n(CC(F)(F)F)c2C)n1,-9.5,nt,0.2
O=C(NCc1ccc(CN2CCCC2)cc1)c1ccc2c(c1)OCO2,-0.5,-7.0,-4.7
CCN(CC)C(=O)CSc1nnc(-c2ccco2)n1-c1ccc(F)cc1,nt,-3.0,-4.8
CC(C)=CCN1CCN(Cc2nc3ccccc3nc2C)CC1CCO (stereo not drawn),-3.7,nt,4.2
Cc1ccc(Cl)c2sc(N(CCN3CCOCC3)C(=O)c3cccs3)nc12,11.4,nt,-9.6
Cc1ccc(CNC(=O)c2c(C)nn(C)c2Cl)s1,-3.6,-1.5,4.5
CCN(CC#N)S(=O)(=O)c1cc(C(F)(F)F)ccc1C,2.0,nt,-7.1
Cc1cccc(-n2nnc3c(=O)n(C(C)c4ccccc4)cnc32)c1 (stereo not drawn),-1.2,-7.8,-2.3
C=CCCC(O)CN(Cc1cccc(F)c1)Cc1ccco1 (stereo not drawn),9.8,-5.3,-6.7
COCc1cc(=O)n(CCN2CCCCC2)c(N2CCCC2)n1,nt,-5.0,-9.5
CCOc1ccc(-n2c(-c3snnc3-c3ccccc3)n[nH]c2=S)cc1,-2.9,-4.3,-4.4
CCOC(=O)C1=C(C(F)(F)F)N=C2SC=C(CC(=O)N(C)CC)N2C1c1ccccc1 (stereo not drawn),nt,-2.2,-3.8
Cc1ccc2nc(C)cc(C)c2c1,-4.5,nt,1.8
CN1Cc2ccccc2CC1CN(C)C1CCN(S(C)(=O)=O)CC1 (stereo not drawn),-0.8,nt,0.9
COc1c(C)cc(C(=O)C2CCCN(Cc3ccc(Sc4nncn4C)o3)C2)cc1C (stereo not drawn),1.3,-3.9,-2.5
COc1cccc(-c2cc(C(=O)N3CCN(c4ccccc4F)CC3)nc3cc(-c4ccccc4)nn23)c1,-7.9&19.8,-6.4&-6.2,-7.2&-0.4

Three compounds out of the list, sorted by molar mass, largest number first:
molecule,NPYLR7 agonist,mcGAS inh,hcGAS inh
COc1cccc(-c2cc(C(=O)N3CCN(c4ccccc4F)CC3)nc3cc(-c4ccccc4)nn23)c1,-7.9&19.8,-6.4&-6.2,-7.2&-0.4
CCOC(=O)C1=C(C(F)(F)F)N=C2SC=C(CC(=O)N(C)CC)N2C1c1ccccc1 (stereo not drawn),nt,-2.2,-3.8
Cc1cccc(-n2nnc3c(=O)n(C(C)c4ccccc4)cnc32)c1 (stereo not drawn),-1.2,-7.8,-2.3

(further entries)
molecule,NPYLR7 agonist,mcGAS inh,hcGAS inh
COC1(OC)OC2=C(c3cccc4cccc2c34)C(C#N)(C#N)C1C (stereo not drawn),7.8,nt,-6.0
Cc1ccc(-c2nnc(NC(=O)N(C)Cc3ccnc(C)c3)s2)cc1,17.7,nt,-4.3
CCC(C)NC(=O)Nc1c(C(C)(C)C)nn(C(C)(C)C)c1N (stereo not drawn),nt,-7.0,-10.5
O=C(CCN1C(=O)/C(=C/c2ccc(F)cc2)SC1=S)Nc1cccnc1,2.2,-3.1,-4.5
Cc1cnc(NCCCN2CCNC(=O)C2)nc1N(C)C,14.2,nt,-9.5
COc1ccccc1OCC(=O)NCC1CCCN(C(=O)CSC)C1 (stereo not drawn),20.3,nt,0.4
CC1CC(C)CN(P2(=O)C=C(c3ccccc3)OC(c3ccccc3)=C2)C1 (stereo not drawn),0.4,nt,-5.9
CCCCn1c(N)c(N(CCC)C(=O)c2cnoc2C)c(=O)[nH]c1=O,0.9,-7.7,-6.6
CCOC(=O)c1ccccc1NC(=O)CSc1ccc(-c2ccco2)nn1,-13.4,-2.0,-1.9
Cc1nc(C)c(C(=O)NCc2cccnc2N2CCOCC2)s1,5.5,nt,-1.7
CSc1nnc2[nH]c(=O)cc(C)n12,-3.7,-7.5,-5.9
CC(C)(C)OC(=O)NNC(=O)C1CCCCC1,12.1,nt,-8.9

Compound profiles, as listed above:
Shown for `CCCCn1c(N)c(N(CCC)C(=O)c2cnoc2C)c(=O)[nH]c1=O` : NPYLR7 agonist: 0.9; mcGAS inh: -7.7; hcGAS inh: -6.6
Shown for `CC(C)(C)OC(=O)NNC(=O)C1CCCCC1` : NPYLR7 agonist: 12.1; mcGAS inh: nt; hcGAS inh: -8.9

The results go on:
molecule,NPYLR7 agonist,mcGAS inh,hcGAS inh
CCc1nc2ccc(C(=O)NCC3CCCCC3)cn2c1N(CC)CCN(C)C,-5.5,-2.8,-9.1
CC(CCc1ccco1)NC(=O)c1ccc(=O)n(C)c1 (stereo not drawn),1.0,-13.3,-3.4
CC(C)NC(=O)N(C1CCOCC1)C1CN(S(=O)(=O)c2cn(C)cn2)C1,nt,-0.7,-1.1
CCc1cc(C(=O)OC)c(NC(=S)Nc2cn(CC)nc2C(N)=O)s1,7.9,nt,-6.3
COc1ccc2cc(C3CN(C(=O)c4ccc[nH]4)CCO3)ccc2c1 (stereo not drawn),-5.8,nt,-8.0
Cc1nn(C)c(C)c1-c1cc(C(=O)N2C[C@@H]3[C@H](C2)[C@H]2CC[C@@H]3O2)n(C)n1,6.6,nt,-5.2
FC(F)(F)c1cccc(-c2nnn(Cc3ncc(-c4ccccc4)o3)n2)c1,1.2,-1.6,-0.6
O=C(C1CC(=O)N(c2ccccc2)C1)N1CCN(c2ncnc3c2nnn3Cc2ccccc2)CC1 (stereo not drawn),8.7,-3.7,-3.2
O=C(O)CCC(=O)c1cccs1,0.5,-6.6,47.9*
CC(C)(C)NC(=O)N1CCC2(CC1)NC(=O)c1cc(F)c(F)cc1N2,2.8,-5.4,-6.3
CC(=O)NC1CCCN(C(=O)CSC2CCCc3ccccc32)C1 (stereo not drawn),4.8,-3.7,-7.1
CCc1ccc(C(=O)/C=C\Nc2ccccc2NS(=O)(=O)c2ccccc2)cc1,7.1,nt,-9.7
COCc1nc(N2CCN(S(=O)(=O)c3c(C)cc(C)cc3C)CC2)c2c3c(sc2n1)CCCC3,-11.2,-4.1,-5.0
Cc1ncccc1OC1(C(=O)N2CC(N)C2)CCNCC1,2.5,-17.5,0.3
C=CCn1c(C)cc(-c2csc(NC(=O)C(NC(C)=O)C(C)C)n2)c1C (stereo not drawn),-1.5,nt,-8.0
Cc1cc(NS(=O)(=O)c2ccc(F)c(Cl)c2)n(CCC#N)n1,10.5,nt,-7.5
C=c1ccccc1=C1NN=C(c2ccc(C(=O)N3CCOC(C)C3)cc2)O1 (stereo not drawn),5.3,-8.9,-5.0
CC(NS(=O)(=O)c1cccc(C(F)(F)F)c1)c1ccccc1 (stereo not drawn),-21.1,nt,-9.5
Cc1ccc(-c2cc3c(=O)n(Cc4ccccc4C)ccn3n2)cc1C,-2.3,-1.0,-0.2
O=S(=O)(c1ccccc1)N1CCN(c2ccccc2F)CC1,-1.5,nt,1.1
Cc1cc(C)c(C#N)c(SCc2nnc(C)o2)n1,6.9,nt,-5.8
Cc1cc(NC(=O)CS(=O)(=O)c2cn(Cc3ccc(F)cc3)c3ccccc23)no1,2.0,-1.3,6.8
Cc1nc(C(C)N(C)Cc2ccc(N(C)C)nc2)c(C)s1 (stereo not drawn),1.6,-16.0,-8.8
NS(=O)(=O)c1ccc(CCNc2cnc3cc(S(=O)(=O)N4CCCCC4)ccc3n2)cc1,-1.9,-5.6,-3.8
CC(NC(=O)CSc1nc2ccccc2s1)c1cccc(Cl)c1 (stereo not drawn),-1.2,-7.2,-6.1
O=C(CN1CCOCC1)N1CCN(c2ccccc2S(=O)(=O)C(F)(F)F)CC1,-0.1,nt,-2.0
CN(C)c1ccc(CNC(=O)c2ccccc2S(C)(=O)=O)cc1,-0.1,nt,1.1
